RGS4 inh: human RGS4 inhibition. P49798. Transcreener GDP fluorescence polarization, RGS4-accelerated GTP hydrolysis. Potency, µM (doses to about 114 µM), for the others: at the top dose activity change, negative = inhibition, usual class: inhibitors. 390,000 compounds, 0.039% hits. AID 504845; also: potency is read from the fitted curve at half-maximal effect; % is scaled to controls: 0 for no effect and ±100 for the full control effect; nearly all actives have a fitted effect of over 75% in size; some results filed as inactive show a strong effect at the top dose
Target sequence (P49798 whole entry, looked up): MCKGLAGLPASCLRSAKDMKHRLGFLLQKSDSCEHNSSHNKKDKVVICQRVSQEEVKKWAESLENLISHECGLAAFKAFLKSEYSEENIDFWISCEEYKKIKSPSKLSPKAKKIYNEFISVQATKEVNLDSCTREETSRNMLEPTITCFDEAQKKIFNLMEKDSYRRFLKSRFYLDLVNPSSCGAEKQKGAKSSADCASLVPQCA
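MLSMR compounds (23 nl, pin-transferred) preincubated 10 min at room temperature with a 500nM (2x) first reagent, then RGS4 at 900nM (2x) plus Transcreener GDP mix added; fluorescence polarization (620/688 nm) read before and after 90 min at 30 °C.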
Vif-APOBEC3F blk: Vif-A3F binding inhibition; HeLa A3F-eYFP + Vif (tagged APOBEC3F with the HIV-1 protein that degrades it), YFP fluorescence increase; Potency, µM (series often up to 46.1 µM), inactives show top-dose activity, negative = active; 390,000 compounds, 0.2% hits; AID 602313; also: potency is read from the fitted curve at half-maximal effect; % of control where 0% means no effect; nearly all actives have a fitted effect of over 65% in size
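HeLa cells stably expressing Vif plus C-terminally eYFP-tagged A3F were seeded, incubated overnight at 37 deg C, dosed with compound, incubated overnight again at 37 deg C. Yellow fluorescence (Ex 488/Em 500-530) reported blocked Vif-mediated A3F-eYFP degradation.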
Glioma ERSR ind: induces the endoplasmic reticulum stress response in human glioma cells; U87-MG GRP78 promoter luciferase reporter, 16 h; Potency, µM, for the others: at the top dose activation, most hits filed as activators; 420,000 compounds, 0.02% hits; AID 602332; also: potency is read from the fitted curve at half-maximal effect; series mostly up to about 76 µM; % of control where 0% means no effect; nearly all actives have a fitted effect of over 35% in size
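Stably transfected U87-MG glioma cells carrying a GRP78-based luciferase sensor; 16 h compound incubation. Luminescence end-point read 10 min after Bright-Glo addition at room temperature.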
Vif-A3G inh: inhibitors of Vif-APOBEC3G interaction; HeLa A3G-eYFP + Vif (tagged APOBEC3G with the HIV-1 protein that degrades it), YFP fluorescence, overnight; 410,000 compounds, 0.076% hits; AID 602310; Potency, µM (top dose mostly 46.1 µM), for inactives: top-dose activity, negative = active, usual class: inhibitors; Q9HC16;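 also: potency is read from the fitted curve at half-maximal effect; % is scaled to controls: 0 for no effect and ±100 for the full control effect; nearly all actives have a fitted effect of over 60% in size; hits raise eYFP signal because A3G escapes Vif-driven loss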
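HeLa cells stably expressing Vif and C-terminally eYFP-tagged A3G, seeded overnight at 37 deg C, then exposed to compound by pintool overnight at 37 deg C. Rise in yellow fluorescence (Ex 488/Em 500-530, Acumen) marks blocked Vif-driven A3G degradation.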
USP1 inh: blocks the human USP1/UAF1 deubiquitinase complex. O94782. recombinant USP1/UAF1, Ub-Rhodamine cleavage fluorescence. Potency, µM (doses to about 57.1 µM), inactives show at the highest dose activity change, negative = inhibition, usual class: inhibitors. 390,000 compounds, 0.23% hits. AID 743255; also: potency is read from the fitted curve at half-maximal effect; % is scaled to controls: 0 for no effect and ±100 for the full control effect; nearly all actives have a fitted effect of over 60% in size; inactives centre near -12
Target sequence (O94782 whole entry, looked up): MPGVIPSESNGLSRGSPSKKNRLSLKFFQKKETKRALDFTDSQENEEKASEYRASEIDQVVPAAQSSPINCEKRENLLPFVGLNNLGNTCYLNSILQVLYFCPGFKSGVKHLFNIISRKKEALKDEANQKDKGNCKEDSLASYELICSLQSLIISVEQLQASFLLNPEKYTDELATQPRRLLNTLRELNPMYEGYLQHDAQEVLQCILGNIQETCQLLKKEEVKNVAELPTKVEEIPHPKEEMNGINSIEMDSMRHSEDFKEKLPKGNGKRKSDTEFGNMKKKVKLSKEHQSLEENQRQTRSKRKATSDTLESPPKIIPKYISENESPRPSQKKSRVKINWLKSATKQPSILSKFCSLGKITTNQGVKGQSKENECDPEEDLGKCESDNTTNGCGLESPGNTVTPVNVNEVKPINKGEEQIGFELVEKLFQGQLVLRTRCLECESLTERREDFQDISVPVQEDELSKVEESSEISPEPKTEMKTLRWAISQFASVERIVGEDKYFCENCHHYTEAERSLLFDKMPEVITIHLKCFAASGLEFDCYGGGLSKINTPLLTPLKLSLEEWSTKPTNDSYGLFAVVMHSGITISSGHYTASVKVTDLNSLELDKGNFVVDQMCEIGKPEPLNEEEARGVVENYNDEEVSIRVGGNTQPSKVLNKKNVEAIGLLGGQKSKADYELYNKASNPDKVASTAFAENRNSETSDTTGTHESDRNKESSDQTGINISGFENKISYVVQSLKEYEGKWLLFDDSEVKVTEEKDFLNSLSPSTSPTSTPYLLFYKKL
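1 nM enzyme complex + cpd, 15 min RT; start with Ub-Rho 150nM final; kinetic fluorescence ex 480/em 540, 6 reads q60 s. Buffer 50mM HEPES pH 7.8, 0.5mM EDTA, 0.1 mg/ml BSA, 1mM TCEP, 0.01% Tween-20.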
LDHA inh: inhibitors of human lactate dehydrogenase A; activity change, % (values are at about 110 or 230 µM); purified LDHA, NADH/diaphorase-resazurin fluorescence; stronger effect = lower value; 480,000 compounds, 0.15% hits; P00338; in the data active = activity change below about -30%; inconclusive = mostly about -25% to -30%;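 also: plate controls were DMSO wells for no effect and wells without enzyme for full effect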
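Resorufin fluorescence (ex540/em590), read at 0 and 20 min after diaphorase/resazurin addition, reports the NADH left after a 5 min room-temperature reaction of 2 nM human LDH5 with 0.06 mM NADH and 0.2 mM pyruvate.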
mIDH1 inhibitor: human IDH1 R132H inhibition | IDH1-R132H enzyme, NADPH consumption, diaphorase/resazurin fluorescence | O75874 | 390,000 compounds, 0.093% hits | Potency, µM (titrated, usually from 76.6 µM), without a hit: at the top dose activity change, negative = inhibition, usual class: inhibitors; also: potency is read from the fitted curve at half-maximal effect; % is scaled to controls: 0 for no effect and ±100 for the full control effect; nearly all actives have a fitted effect of over 65% in size
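IDH1-R132H (0.5 ug/mL dispensed) in pH 7.5 Tris buffer was preincubated 30 min with compound, then given a substrate mix of 0.016 mM NADPH and 2 mM alpha-KG for 80 min at room temperature; remaining NADPH was read by diaphorase/resazurin fluorescence.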
TrxR1 inh: inhibitors of rat thioredoxin reductase 1 | recombinant rTrxR1, NADPH fluorescence consumption, selenite substrate | Potency, µM (top dose mostly 114 µM), for inactives: at the highest dose activity change, negative = inhibition, hits mostly inhibitors | 390,000 compounds, 1% hits | AID 588453; also: potency is read from the fitted curve at half-maximal effect; % is scaled to controls: 0 for no effect and ±100 for the full control effect; nearly all actives have a fitted effect of over 65% in size
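Rat TrxR1 (90 nM in the dispensed reagent) was pre-reduced with 400 uM NADPH for 5 min at room temperature, then incubated with compound for 15 min. After 400 uM selenite was added, NADPH fluorescence (Ex 340/Em 450 nm) was followed for 8 min.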
TrxR1 substrate: is turned over as a substrate by rat TrxR1 | Potency, µM (top dose mostly 114 µM), inactives show at the highest dose activity change, negative = substrate turnover | AID 588456 | 390,000 compounds, 0.01% hits | purified TrxR1 substrate turnover, NADPH consumption readout | O89049; also: potency is read from the fitted curve at half-maximal effect; % is scaled to controls: 0 for no effect and ±100 for the full control effect; nearly all actives have a fitted effect of over 50% in size
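Rat TrxR1, dispensed at 90 nM, was prereduced with 400 uM NADPH (final) for 5 min at ~22 deg C, then incubated with compound 15 min before 400 uM selenite. A first-read NADPH fluorescence drop versus no-compound background flagged substrates.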
Starred values were filed as active, the others as inactive; ? = inconclusive; nt = not tested or not shown; & = joins results of further samples; [ ] = remark or other dose. Unless noted, calls follow the shape of the dose curve; as a rule, active = well fitted curve in the direction sought with a large enough effect; inconclusive = small, poorly fitted or top-dose-only effect, or another doubt; inactive = no such curve, though single readings can be large; an effect the other way counts as inactive or inconclusive. Not all compounds are listed (hit frequency here may not be typical).

SMILES	RGS4 inh	Vif-APOBEC3F blk	Glioma ERSR ind	Vif-A3G inh	USP1 inh	LDHA inh	mIDH1 inhibitor	TrxR1 inh	TrxR1 substrate
COc1ccccc1CNC(=O)CCNS(=O)(=O)c1ccc2c(c1)CC(C)N2C(C)=O (stereo not drawn)	-37%[56.9 µM]	5%	-4%	0%	-23%	-1	8%	12%	-1%
COc1ccc2[nH]c3c(c2c1)CCN1C(=O)C(CC(=O)NCc2cccc(C(F)(F)F)c2)C[C@H](C(=O)N2CCCCC2)[C@@]31CCc1ccccc1 (stereo partly drawn)	6%	6%	-2%	0%	-6%	-2	-5%	39%[activator]	5%
Cc1ccc(S(=O)(=O)Nc2ccc(N3CCOCC3)nc2)cc1	-3%	-1%	-2%	0%	-15%	-7	4%	21%[57.1 µM]	8%[57.1 µM]
Oc1ccc(Br)cc1C=Nc1ccc(Cl)cc1	5%[11.4 µM]	-5%	-1%	1%	?	3	-12%	-6%	-6%
C=CCSC1=Nc2cc(OC)c(OC)cc2C2=NC(=O)CN12	-3%	-5%	-2%	2%	1%	3	-3%	16%	81%[activator]
O=C(CSc1nc2ccccc2n1CC(=O)N1CCCC1)N1CCN(C(=O)c2ccco2)CC1	-15%	-1%	2%	-1%	4%	2	7%	3%	-4%
COc1ccc(OC)c(C(C)NC(=O)c2ccc(Br)cc2)c1 (stereo not drawn)	-20%	-1%	0%	0%	-7%	-6	-7%	12%	0%
Cc1cccc(CSc2ncc(Cl)c(C(=O)Nc3sc4c(c3C(N)=O)CCCC4)n2)c1	-21%	11%	-2%	1%	-16%	0	-3%	11%	8%
Cc1ccc(NC(=S)NC(NC(=O)C(C)(C)C)C(Cl)(Cl)Cl)c(C)c1 (stereo not drawn)	19%[11.4 µM]	-2%	-5%	-1%	-1%	-16	1%	10%[57.1 µM]	7%[57.1 µM]
COc1ccc(N(C)S(=O)(=O)c2ccc3c(c2)NC(=O)CC(=O)N3)c(OC)c1	32%	-13%	-5%	0%	-7%	1	1%	-2%	-6%
O=C(CSc1ccccc1)N1CCCC(Nc2ccccc2)C1 (stereo not drawn)	-98%[56.9 µM]	0%	2%	-1%	-29%	2	-2%	17%	-3%
CCOC(=O)c1sc(N)c(C(=O)Nc2ccccc2)c1C	?	4%	3%	-1%	-17%	0	7%	-2%	2%
CN(C)CC(=O)c1ccc(-c2ccccc2)cc1	-45%	-11%	-1%	-6%	-17%	-1	4%	-13%	16%
O=C(CSc1nnc(-c2ccncc2)n1Cc1ccco1)Nc1nc(-c2ccccc2)cs1	-2%	3%	-7%	-1%	-11%	-16	0%	4%	8%
CCOC(=O)c1cccc(NC(=O)CCn2nc(C)c3c(C)n(-c4ccccc4)nc3c2=O)c1	-9%	-4%	-3%	-6%	-6%	-4	14%	17%	1%
O=C1CCCC2=C1C(c1cccs1)n1nc(SCc3ccc(C(=O)O)cc3)nc1N2 (stereo not drawn)	-11%	-1%	-5%	0%	-13%	-3	-4%	0%	23%
CCCCOc1ccc(-n2nc(C)cc2C)nn1	-29%	-12%	-1%	-2%	-11%	-4	12%	8%[57.1 µM]	6%[57.1 µM]
c1ccc(CSc2nnc(-c3sccc3-n3cccc3)o2)cc1	4%	-8%	3%	-14%	-16%	-2	3%	-6%[57.1 µM]	4%[57.1 µM]
COc1cc2c(=O)n(-c3ccc(C)cc3)c(=O)n(CC(=O)c3ccc4c(c3)OCO4)c2cc1OC	6%	1%	-3%	-1%	-17%	-3	2%	8%[57.1 µM]	-2%[57.1 µM]
CC(Oc1ccccc1)c1nnc(SCC(=O)NC2CC2)n1C (stereo not drawn)	-3%	10%	-3%	-2%	-16%	-6	5%	11%	-2%
CCCCCCCC(=O)Nc1ccc(C(=O)N/N=C/c2cccc([N+](=O)[O-])c2)cc1	-14%	?	6%	-10%	-4%	-1	4%	12%	7%
COc1ncnc2c1ncn2CCCN(C)Cc1ccco1	nt	-16%	-4%	-1%	-5%	-4	5%	nt	nt
COCCn1c(C)cc(C(=O)COC(=O)CCN2C(=O)c3ccccc3C2=O)c1C	33%	2%	-7%	-1%	-10%	-4	5%	-17%	-11%
CCn1c(SCC(=O)N2CCC(C)CC2)nnc1-c1ccccc1O	-8%	-5%	-3%	-7%	-9%	2	5%	16%[57.1 µM]	5%[57.1 µM]
CCCCn1c(SCC(=O)NCC2CCCO2)nc2ccc(N3CCOCC3)cc2c1=O (stereo not drawn)	-7%	4%	1%	-8%	-9%	19	6%	11%	49%[activator]
CCC(=O)N(CCC(Cc1ccccc1)c1ccc2c(c1)OCO2)Cc1ccccc1F (stereo not drawn)	-31%	8%	-2%	-2%	-10%	5	?	-19%	-1%
O=C(c1csc2ccccc12)N1CCN(c2ccccn2)CC1	-1%	nt	-3%	-3%	-10%	-1	7%	4%	3%
Cc1ccc(S(=O)(=O)NCc2nc3nc(C)cc(C)n3n2)c(C)c1	-6%&11%	10%&0%	-4%&-5%	2%&-2%	-9%&-20%	-2&-2	-2%&2%	13%[57.1 µM]	3%[57.1 µM]
Cn1c(O)c(N=NC(=S)Nc2ccccc2F)c2cc(S(=O)(=O)N3CCOCC3)ccc21	-8%	-119%	-2%	1%	-13%	-10	-4%	-26%	-19%
COc1ccc(-c2nn(C)c(=O)c3ccccc23)cc1CNC(=O)C1CCCCC1	3%	0%	-2%	-8%	-25%	-4	0%	5%	7%
CC(=O)c1c(C)[nH]c(C(=O)NC2CCCCC2)c1C	3%	-4%	5%	1%	-4%	2	2%	15%[57.1 µM]	-3%
Cc1ccc(C)n1-c1nnc(N2CCC(C(=O)NCCCN3CC(C)CC(C)C3)CC2)s1 (stereo not drawn)	18%	-6%	-7%	4%	-13%	-10	-1%	5%	2%
O=C(c1cccs1)N1CCC(Cc2ccccc2)CC1	3%	-4%	-8%	2%	-29%	-5	3%	16%	4%
CN1CCN(c2ccc(S(=O)(=O)N3CCCCC3)cc2NC(=O)COc2ccc(F)cc2)CC1	-5%	-2%	-2%	-2%	-19%	-3	0%	20%	0%
COc1ccc(C)cc1NC(=O)C(=O)N/N=C(\C)CC(=O)Nc1cccnc1	-33%	-8%	-3%	0%	-14%	-1	2%	?	-12%
CNS(=O)(=O)c1cccc(C(=O)OCC(=O)Nc2nc(OC)cc(OC)n2)c1	9%	-11%	-2%	-1%	1%	-1	2%	-7%	-10%
O=C(Nc1ccc2c(c1)CCC2)c1cccc(S(=O)(=O)N2CCN(c3ccccc3)CC2)c1	10%	4%	-3%	2%	-7%	-10	2%	15%	-1%
C=CCn1c(-c2sc3nc(C)cc(C)c3c2N)n[nH]c1=S	1%	12%	1%	0%	-7%	-6	7%	-9%	12%
COc1ccc(NC(=O)CSc2nnc(-c3ccc(OC)cc3)s2)cc1	-7%	0%	-2%	3%	-6%	-1	1%	6%[57.1 µM]	3%[57.1 µM]
Cc1ccc(CNC(=O)COC(=O)c2ccc(Br)cc2)cc1	1%	1%	-3%	3%	-12%	-2	4%	-6%	-1%
COc1ccccc1NC(=O)CCNS(=O)(=O)c1ccc2c(c1)CCCC(=O)N2	22%	4%	-3%	0%	-10%	0	-8%	28%	3%
CC12CCC(=O)N1C(C(=O)Nc1cc(S(=O)(=O)N3CCCCCC3)ccc1OCC(F)(F)F)CS2 (stereo not drawn)	0%	1%	-1%	0%	-20%	0	0%	4%	-10%
CCOC(=O)C1CCN(c2nc(-c3ccccc3)nc3c2oc2ccccc23)CC1	-12%	1%	0%	2%	-28%	-5	7%	21%	34%[activator]
C=CCSc1n[nH]c(-c2ccccc2)n1	12%	0%	10%	-1%	-20%	-7	7%	16%[57.1 µM]	7%[57.1 µM]
O=[N+]([O-])c1ccccc1NCc1c(O)ccc2ccccc12	?	2%	-3%	-10%	-28%	13	6%	-48%	1%[57.1 µM]
Cc1c(Cl)cccc1Nc1nc(N)nc(CSCCO)n1	5%	3%	3%	0%	-12%	-8	-2%	4%	-1%
CCCCc1nc(NCCN)c(C#N)c2c1CSC(C)(C)C2	-23%	1%	-6%	1%	-15%	-8	1%	8%[57.1 µM]	23%
CN1Cc2c(N3CCOCC3)nc(SCCC#N)c(C#N)c2CC1(C)C	19%	11%	0%	1%	-12%	-1	24%	6%	-2%
Cc1ccc(C=Nc2ccccc2C#N)s1	-11%	1%	4%	0%	-11%	-9	0%	11%	3%

In another format: entries from further up
SMILES | RGS4 inh | Vif-APOBEC3F blk | Glioma ERSR ind | Vif-A3G inh | USP1 inh | LDHA inh | mIDH1 inhibitor | TrxR1 inh | TrxR1 substrate
Cc1ccc(CNC(=O)COC(=O)c2ccc(Br)cc2)cc1 | 1% | 1% | -3% | 3% | -12% | -2 | 4% | -6% | -1%
C=CCSc1n[nH]c(-c2ccccc2)n1 | 12% | 0% | 10% | -1% | -20% | -7 | 7% | 16%[57.1 µM] | 7%[57.1 µM]

Screening data as filed in PubChem BioAssay.
